# Screening data as filed in PubChem.
# CCT chaperon mod – High-Throughput Screening for Modulators of Cytosolic Chaperonin Activity; purified chaperonin ATPase assay, HTRF ADP detection, 30 min; activity change, % (test concentration not listed), hits read low; actives 0.3% (n = 360,000); AID 651819, 2012; in the data active = activity change below about -30%; note: % is set by controls: 0 for no effect and ±100 for the full control effect
#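 We incubate TRiC, 40 or 20 nM final, with library compounds at 76 uM and 10 uM ATP for 30 min at 37 °C. ADP formed is detected with Transcreener HTRF reagents after 30 min at room temperature.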
# Akt phos inh – HTS Assay for Inhibitors of Akt Phophorylation: Primary Screen | Neuro2A IGF-stimulated pAkt S473 HTRF, 20 min; stronger effect = lower value | activity change, % for hits at 50 µM | actives 0.32% (n = 360,000); in the data active = activity change below about -80%; inconclusive = mostly about -51% to -80%; note: % is set by controls: 0 for no effect and ±100 for the full control effect
#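 Neuro2A cells in DMEM with 0.5% FBS, overnight at 37 deg C, given compound at single 50 µM final, then IGF (6 nM final) for 20 min at 37 deg C. Lysed; phospho-Akt Ser473 by HTRF after 24 h, 665/615 ratio.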
# Nrf2 block – Nrf2 qHTS screen for inhibitors; actives 2.1% (n = 360,000); Potency, µM (doses to about 46 µM), without a hit: top-dose activity change, negative = inhibition, usual class: inhibitors; A549 ARE-Fluc reporter, luciferase luminescence, 18-24 h; note: potency is the fitted concentration of half-maximal effect; % is set by controls: 0 for no effect and ±100 for the full control effect; nearly all actives have a fitted effect of over 60% in size
#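 Nrf2 function is reported as luminescence of an ARE-controlled luciferase in A549 cells. Compounds were tested at several concentrations, and a CellTiter-Fluor read on the same wells flagged cytotoxicity.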
# A549 viability – Nrf2 qHTS screen for inhibitors: counterscreen for cytotoxicity. A549 ARE-Fluc cells, CellTiter-Fluor viability, 18-24 h. Potency, µM (titrated, usually from 46 µM), inactives show at the highest dose activity change, negative = cytotoxicity, most hits filed as inhibitors. actives 0.16% (n = 390,000). AID 504648, 2011; note: potency is the fitted concentration of half-maximal effect; % is set by controls: 0 for no effect and ±100 for the full control effect
#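 A549 ARE-Fluc cells in 5% FBS OPTI-MEM, 5000 cells/well, rested 2 h then exposed to compounds in concentration-response for 18-24 h at 37 °C. Viability by CellTiter-Fluor fluorescence (Ex 405/Em 525) after 30 min; luciferase luminescence (BugLite, 15 min, RT) read afterwards.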
# MmCpn inh – Inhibitors of TCP-1 ring complex (TRiC) of Methanococcus maripaludis (MmCpn): qHTS. Potency, µM (highest dose often 76.9 µM), inactives show at the highest dose activity, negative = inhibition, hits mostly inhibitors. purified Mm-Cpn ATPase, ADP Transcreener TR-FRET. Chaperonin Mm-Cpn (Methanococcus maripaludis). actives 0.031% (n = 330,000); note: potency is the fitted concentration of half-maximal effect; % is set by controls: 0 for no effect and ±100 for the full control effect; nearly all actives have a fitted effect of over 80% in size
#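 ATPase turnover read by TR-FRET ADP competition (Eu cryptate antibody/ADP-d2, 665/590 nm): 10uM ATP final, 25nM Mm-CPN final, 30 min 37degC after 10-min compound preincubation, pH 7.4 Tris/KCl/MgCl2/DTT buffer.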
# TGFb SMAD3 inh – qHTS for Inhibitors of TGF-b. HepG2 CAGA-GFP TGF-b/SMAD3 reporter, GFP fluorescence, 18 h; TGF-beta stimulated, 500 pg/mL final. Potency, µM (doses to about 46.1 µM), for the others: top-dose activity, negative = inhibition, hits mostly inhibitors. actives 1.2% (n = 410,000); note: potency is the fitted concentration of half-maximal effect; % is set by controls: 0 for no effect and ±100 for the full control effect; nearly all actives have a fitted effect of over 65% in size
#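 Inhibition of TGF-beta-driven CAGA-GFP reporter expression in HEPG2 cells is measured by cellular GFP fluorescence after 18 h stimulation with 500 pg/mL recombinant TGF-beta in 1% FBS medium at 37 degrees C.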
# HepG2 tox – qHTS for Inhibitors of TGF-b: Cytotox Counterscreen; actives 0.76% (n = 410,000); HepG2 CAGA-GFP viability, ATP luminescence, 18 h; AID 588856, 2011; Potency, µM (titrated, usually from 46.1 µM), for inactives: at the top dose activity change, negative = cytotoxicity, most hits filed as cytotoxic; note: potency is the fitted concentration of half-maximal effect; some results filed as inactive show a strong effect at the top dose
#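 CellTiter-Glo luminescence gave cytotoxicity after 18 hours at 37 degrees C. The cells were HepG2 CAGA-GFP in 1% FBS DMEM, stimulated with 500 pg/mL TGF-beta after compound addition. %Activity was normalised to no-cell wells (complete cell-killing) and DMSO (no toxicity), and curves were fitted and classified.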
# S2 tox – Viability Counterscreen for Primary qHTS for Inhibitors of ATXN expression | S2 cells (HEK-293 line with an ATXN2-luciferase reporter) viability, CellTiter-Fluor protease fluorescence, 24 h | Potency, µM (highest dose often 56.7 µM), actives largely listed as cytotoxic | actives 0.49% (n = 400,000) | AID 651635, 2014; note: potency is the fitted concentration of half-maximal effect; nearly all actives have a fitted effect of over 40% in size
# Nrf2 ARE act – qHTS of Nrf2 Activators | AREc32 ARE-luciferase reporter (MCF7-derived line), luminescence, 24 h | Potency, µM (titrated, usually from 46.1 µM), inactives show top-dose activation, usual class: activators | actives 0.31% (n = 410,000) | AID 624171, 2012; note: potency is the fitted concentration of half-maximal effect; % of control where 0% means no effect; nearly all actives have a fitted effect of over 65% in size
#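 AREc32 cells carrying an ARE-driven firefly luciferase reporter were seeded at 1000 cells/well in OPTI-MEM with 5% FBS, then exposed to compound for 24 hr at 37 deg C. Luminescence was read with Steady-Glo after 30 min at RT.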
# The depositor's hits bear a star; i = inactive; ? = inconclusive; nt = not tested or not shown. Unless noted, calls come from the whole dose curve; as a rule, active = well fitted curve in the direction sought with a large enough effect; inconclusive = small, poorly fitted or top-dose-only effect, or another doubt; inactive = no such curve, though single readings can be large; an effect the other way counts as inactive or inconclusive. Hits appear at their usual frequency; about 4.4% have a hit in one of these screens.
SMILES,CCT chaperon mod,Akt phos inh,Nrf2 block,A549 viability,MmCpn inh,TGFb SMAD3 inh,HepG2 tox,S2 tox,Nrf2 ARE act
COc1ccc(C(=O)NC(=S)NNC(=O)c2ccncc2)cc1Br,0.5,i,8%,-4%,0%,4%,-5%,?,-0.1%
CN(C)S(=O)(=O)c1ccc(NC(=O)C2CC(=O)N(Cc3ccccc3Cl)C2)cc1 (stereo not drawn),-0.9,i,3%,-1%,1%,-33%,0%,i,-0.2%
OCC1CCN(Cc2nc(Cc3ccccc3Cl)no2)CC1,1.6,i,?,1%,3%,2%,-6%,i,0.1%
C(=Nc1cccc2c(N=Cc3ccco3)cccc12)c1ccco1,-0.2,i,10%,4%,-3%,2%,-11%,?,5.8%
CC1=NN(C(N)=S)C(=O)C1N=Nc1ccccc1[N+](=O)[O-] (stereo not drawn),-0.5,i,nt,nt,nt,-3%,4%,i,2.6%
CN(C)CCCN1C(=O)C(O)=C(C(=O)c2cc3ccccc3o2)C1c1ccccn1 (stereo not drawn),0.5,i,-13%,-10%,nt,6%,5%,?,0.2%
CCCc1cc(=O)oc2c(C)c(OCC(=O)Nc3ccc(CN4CCOCC4)cc3)ccc12,0.5,i,-29%,8%,2%,-2%,-1%,i,1.2%
Cc1ccc(NC(=O)Cn2nnc3ccccc32)cc1,1.8,i,?,0%,2%,11%,-2%,i,0.8%
Cc1cc2cc3c(cc2nc1SCC(=O)Nc1nc(C)c(C)s1)OCO3,1.2,i,30%,-1%,-7%,-7%,5%,i,0.1%
CC(=O)N1CCN(C(=O)CSc2nnc(C)n2-c2ccccc2)CC1,-3.5,i,-12%,-14%,1%,2%,1%,i,-0.4%
O=c1ccc(-c2ccccc2)nn1Cc1ccccc1F,-1.9,i,?,-7%,1%,4%,-10%,i,0.6%
Cc1ccc(-n2c(SCC(=O)NCC3CCCO3)nc3n[nH]c(C)c3c2=N)cc1Cl (stereo not drawn),-1.4,i,nt,-1%,1%,?,-2%,i,3.9%
COc1ccc2c(CC(=O)OCC(=O)Nc3ccc4c(c3)OCO4)coc2c1,-18,i,-2%,-8%,-3%,-4%,4%,i,0.3%
CCC1/C(=N\O)CC(c2ccco2)NC1c1ccco1 (stereo not drawn),0.6,i,-8%,2%,-2%,-23%,-2%,i,-0.5%
O=C(COC(=O)c1cc([N+](=O)[O-])ccc1N1CCOCC1)c1ccc(Br)cc1,0.1,i,26µM*,?,-12%,-35%,0%,i,3.6%
Cn1c(Cn2c3ccccc3c3ccccc32)n[nH]c1=S,-0.4,i,-17%,-4%,1%,-18%,-7%,?,0.5%
O=C(NCCCc1nc2ccccc2n1Cc1ccc(Cl)cc1)C1CCCCC1,nt,nt,?,?,nt,10µM*,-30%,?,6.3%
O=C(CSc1nccc(=O)[nH]1)c1ccco1,-4.3,i,8%,4%,2%,27%,-4%,i,5.1%
CCCCNC(=O)c1ccc2c(c1)N(CC)C(=O)c1ccccc1S2,nt,nt,nt,-1%,nt,-17%,-6%,nt,5.7%
O=C(Nc1ccc(F)cc1)N1CCCC(c2nc3c(nnn3Cc3ccccc3Cl)c(=O)[nH]2)C1 (stereo not drawn),-2.2,i,-33%,-20%,-12%,?,-42%,?,0.1%
O=[N+]([O-])c1cccc(C(=S)N2CCN(c3ccccc3)CC2)c1,0.4,i,-13%,12%,2%,-9%,-5%,i,-0.9%
CN(CC(=O)Nc1cccc(F)c1)C(=O)c1cn(-c2ccccc2)nc1-c1ccc(F)cc1,-1.6,i,-23%,-1%,0%,22µM*,-48%,?,0.0%
COc1cc(OC)c(OC)cc1CN1CCN(c2ccccc2OC)CC1,-0.1,i,-1%,-6%,0%,?,17%,i,-0.5%
COc1ccc(S(=O)(=O)NC(CC(=O)O)c2ccco2)cc1 (stereo not drawn),-0.9,i,-10%,2%,2%,7%,-15%,?,-0.1%
COc1cc(CN2CCNC(=O)C2CC(=O)N2CCCO2)cc(OC)c1 (stereo not drawn),2.1,i,-6%,7%,0%,0%,-7%,i,-0.2%
CCO[C@H]1OC(C(=O)N2CCOCC2)=C[C@@H](c2coc3ccccc3c2=O)[C@@H]1CCCO,-0.5,i,-9%,-1%,nt,-18%,-21%,i,17%
CCCCOCCCNC(=O)CCCOc1ccccc1,0.1,i,-2%,4%,0%,11%,8%,i,0.4%
COc1ccc2[nH]cc(/C=N/NS(=O)(=O)c3ccc(C)cc3)c2c1,-1.1,i,-69%,2%,3%,?,-42%,i,3.0%
C=CCSc1nnc(-c2nnc(SCC=C)n2-c2ccccc2)n1-c1ccccc1,-0.7,i,-12%,-2%,-1%,3%,-14%,i,0.2%
CC(C)CN(C(=O)CN1CCCCCC1)c1c(N)n(CC(C)C)c(=O)[nH]c1=O,1.6,i,3%,4%,1%,-6%,0%,nt,0.1%
O=C(NC1CCCCCC1)c1ccc(CS(=O)(=O)Cc2ccccc2F)o1,-1.6,i,-1%,0%,1%,2%,8%,?,-0.4%
O=C(NC1CC1)c1ccc2nc(-c3ccco3)c(-c3ccco3)nc2c1,nt,nt,-24%,-10%,nt,-16%,-12%,nt,nt
COCCN1C(=O)N(c2cccc(OC)c2)C(=O)C1CC(=O)Nc1ccc(OC)cc1 (stereo not drawn),-3.4,i,1%,-2%,2%,-8%,9%,i,-1.1%
Cc1ccccc1N(CC(=O)O)S(C)(=O)=O,-4.5,i,-10%,-4%,-6%,13%,22%,i,-0.6%
CN1C(=O)c2[nH]nc(-c3ccc(F)cc3)c2C1c1ccccn1 (stereo not drawn),nt,nt,23%,-2%,nt,0%,-7%,nt,3.5%
Cc1cc(Cl)c2oc(C(=O)N3CCN(c4cccc(C)n4)CC3)c(C)c2c1,-1.6,i,?,-2%,-2%,-23%,-6%,i,5.7%
CC(OC(=O)CNC(=O)c1ccc2ccccc2c1)C(=O)NC1CCCCC1C (stereo not drawn),0.1,i,8%,1%,-1%,2%,-8%,i,-0.7%
Cc1c(-c2nsc(NC(=O)c3cccs3)n2)nnn1-c1ccc(Cl)cc1,nt,nt,-16%,-6%,nt,-2%,-4%,?,11%
O=C(Nc1cc(S(=O)(=O)N2CCOCC2)ccc1Cl)c1ccncc1,0.4,i,-18%,2%,3%,?,-8%,?,0.6%
O=C(NC1CCCCC1)C(c1cccnc1)N(C(=O)c1csnn1)c1ccccc1F (stereo not drawn),-3.6,i,17%,2%,2%,9%,-1%,i,-0.1%

# Single records, from the list above:
# Cc1ccc(-n2c(SCC(=O)NCC3CCCO3)nc3n[nH]c(C)c3c2=N)cc1Cl (stereo not drawn) in the list: CCT chaperon mod = -1.4; Akt phos inh = i; Nrf2 block = nt; A549 viability = -1%; MmCpn inh = 1%; TGFb SMAD3 inh = ?; HepG2 tox = -2%; S2 tox = i; Nrf2 ARE act = 3.9%
# O=C(NC1CCCCCC1)c1ccc(CS(=O)(=O)Cc2ccccc2F)o1 in the list: CCT chaperon mod = -1.6; Akt phos inh = i; Nrf2 block = -1%; A549 viability = 0%; MmCpn inh = 1%; TGFb SMAD3 inh = 2%; HepG2 tox = 8%; S2 tox = ?; Nrf2 ARE act = -0.4%

# Limited to Nrf2 block, CCT chaperon mod and TGFb SMAD3 inh, for some of the entries so far:
structure	Nrf2 block	CCT chaperon mod	TGFb SMAD3 inh
COc1ccc(S(=O)(=O)NC(CC(=O)O)c2ccco2)cc1 (stereo not drawn)	-10%	-0.9	7%
COc1cc(CN2CCNC(=O)C2CC(=O)N2CCCO2)cc(OC)c1 (stereo not drawn)	-6%	2.1	0%

# Other compounds follow:
SMILES,CCT chaperon mod,Akt phos inh,Nrf2 block,A549 viability,MmCpn inh,TGFb SMAD3 inh,HepG2 tox,S2 tox,Nrf2 ARE act
Cc1ccc(C(=O)c2cnc3ccccc3c2-c2ccccc2)cc1,-1.7,i,?,-12%,3%,-33%,-21%,i,-0.6%
NS(=O)(=O)c1ccc(CCNC(=O)CSc2ccsc2[N+](=O)[O-])cc1,0.1,i,-21%,-15%,1%,-12%,2%,i,-0.8%
O=C(CC[C@H]1O[C@@H](n2cnc3c(NC(=O)c4ccccc4)ncnc32)[C@H](O)[C@@H]1O)NCCCN1CCOCC1,-2.7,i,nt,nt,nt,17%,3%,i,-0.5%
Cc1cccc2cc(CN(CC3CCCO3)C(=S)Nc3ccccc3)c(=O)[nH]c12 (stereo not drawn),-3.7,i,-7%,1%,2%,-3%,0%,i,1.9%
Cc1ccc(NC(=O)C2CCCN(c3cnccn3)C2)cc1Cl (stereo not drawn),nt,nt,-6%,-7%,nt,-15%,-30%,nt,3.6%

# 3 structures from above, arranged by length of the SMILES, ascending.
SMILES,CCT chaperon mod,Akt phos inh,Nrf2 block,A549 viability,MmCpn inh,TGFb SMAD3 inh,HepG2 tox,S2 tox,Nrf2 ARE act
Cc1ccc(NC(=O)C2CCCN(c3cnccn3)C2)cc1Cl (stereo not drawn),nt,nt,-6%,-7%,nt,-15%,-30%,nt,3.6%
Cc1ccc(C(=O)c2cnc3ccccc3c2-c2ccccc2)cc1,-1.7,i,?,-12%,3%,-33%,-21%,i,-0.6%
Cc1cccc2cc(CN(CC3CCCO3)C(=S)Nc3ccccc3)c(=O)[nH]c12 (stereo not drawn),-3.7,i,-7%,1%,2%,-3%,0%,i,1.9%
